BCR signal inh: inhibitors of chronic active B-cell receptor signaling | ABC-DLBCL IkBa-CBG/CBR reporter, luminescence ratio, 4 h | actives 0.05% (n = 340,000) | Potency, µM (titrated, usually from 46.1 µM), inactives show at the top dose ratio change, negative = lower green/red ratio, hits mostly inhibitors; active = well fitted inhibition curve with a large enough effect in the signal ratio, with a control signal flat, not every such curve was filed as active; inconclusive = small, poorly fitted or top-dose-only effect, or effect the other way, or a change in a side signal; the % refers to the signal ratio;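 also: potency is read from the fitted curve at half-maximal effect; plate controls were basal doxycycline-induced cells for no effect and cells given 10 µM MG132 for full effect; MG132 reads +100%, hits lower the ratio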
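Compounds up to 46 uM were incubated four hours with TMD8 cells whose green CBG68 luciferase is fused to IkappaBalpha; red CBR luminescence normalised the signal, and concentration-effect curves were fitted to fusion, red and ratio data.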
GALK inhibitor: galactokinase (human) inhibition. P51570. Purified GALK, Kinase-Glo residual ATP luminescence. Potency, µM (titrated, usually from 57.5 µM), for inactives: at the top dose activity change, negative = inhibition, most hits filed as inhibitors. actives 0.007% (n = 270,000). AID 1868; also: potency is read from the fitted curve at half-maximal effect; % is scaled to controls: 0 for no effect and ±100 for the full control effect
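Kinase-Glo Plus luminescence measured ATP left after a 1 h room-temperature reaction. The reaction used 5 nM GALK, 100 uM galactose and 35 uM ATP at pH 8.0 (20 mM HEPES, 5 mM MgCl2, 60 mM NaCl, 1 mM DTT, 0.01% BSA).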
Eya2 phos inh: blocks the phosphatase activity of human Eya2; recombinant Eya2, OMFP fluorescence dephosphorylation (OMFP is methylfluorescein phosphate); Potency, µM (top dose mostly 76.9 µM), for the others: at the top dose activity, negative = inhibition, actives largely listed as inhibitors; actives 0.006% (n = 330,000); AID 488837; also: potency is read from the fitted curve at half-maximal effect; % is scaled to controls: 0 for no effect and ±100 for the full control effect
Target sequence (O00167 whole entry, looked up): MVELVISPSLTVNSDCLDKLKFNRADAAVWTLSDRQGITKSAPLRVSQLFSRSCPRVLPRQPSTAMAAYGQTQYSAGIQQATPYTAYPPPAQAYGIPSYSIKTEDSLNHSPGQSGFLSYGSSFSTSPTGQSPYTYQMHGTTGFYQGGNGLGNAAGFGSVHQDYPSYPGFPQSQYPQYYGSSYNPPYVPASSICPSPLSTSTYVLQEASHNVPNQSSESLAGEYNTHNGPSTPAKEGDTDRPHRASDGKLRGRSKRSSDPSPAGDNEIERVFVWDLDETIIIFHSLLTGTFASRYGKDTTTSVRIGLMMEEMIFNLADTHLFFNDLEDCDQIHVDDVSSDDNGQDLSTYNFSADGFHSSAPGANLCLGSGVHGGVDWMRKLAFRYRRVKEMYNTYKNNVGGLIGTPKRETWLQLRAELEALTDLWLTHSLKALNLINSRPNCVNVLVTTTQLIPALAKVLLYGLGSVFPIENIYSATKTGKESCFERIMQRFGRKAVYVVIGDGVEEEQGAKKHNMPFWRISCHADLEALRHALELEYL
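Eya2 protein (added as 0.2 uM solution) was preincubated with compound for 10 min at ambient temperature in 50 mM HEPES pH 7.5, 50 mM NaCl, 5 uM MgCl2, 0.05% BSA, 1 mM DTT. OMFP (added at 50 uM) then reacted 10 min; fluorescence read at 485/525 nm.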
KCNH2 WT inh: blocks the wildtype human KCNH2 potassium channel. Q12809. U2OS, BacMam KCNH2, thallium flux FluxOr; stronger effect = lower value. activity change, % at 1.84 µM. actives 0.37% (n = 340,000). AID 720551;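 active = maximum activity change below -70%; inconclusive = maximum activity change between -70% and -50%; inactive = maximum activity change above -50%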; also: % is scaled to controls: 0 for no effect and ±100 for the full control effect
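U2OS cells transduced with wild-type KCNH2 virus are loaded with FluxOr dye for 45 min, and thallium flux is measured in kinetic reads before and after stimulation buffer. Rate constants are normalized to DMSO controls.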
Mito fusion yeast: mitochondrial division inhibition or fusion activation. S. cerevisiae fusion-defective mutant growth rescue, CellTiterGlo 48 h. Potency, µM (doses to about 46.1 µM), for the others: at the top dose growth rescue (activation), most hits filed as activators. actives 0.23% (n = 320,000). AID 485298;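 also: potency is read from the fitted curve at half-maximal effect; % of control where 0% means no effect; nearly all actives have a fitted effect of over 45% in size; temperature-sensitive fusion mutants such as fzo1-1 at 37 °C on non-fermentable ethanol glycerol medium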
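Growth-rescue viability read-out: after 48 h at the non-permissive 37C in glycerol/ethanol YPEG, yeast mitochondrial fusion mutants are measured by CellTiterGlo luminescence; compounds (23 nl pinned per well) restoring growth score as division inhibitors or fusion activators.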
Menin MLL FP TR: menin-MLL binding inhibition, Texas Red mutant peptide | O00255 | Potency, µM (doses to about 61.6 µM), for the others: at the highest dose FP activity change, negative = inhibition, hits mostly inhibitors | Menin + Texas Red MLL mutant peptide, fluorescence polarization | actives 0.23% (n = 270,000); active = well fitted inhibition curve with a large enough effect in the polarisation, with a control signal flat, not every such curve was filed as active; inconclusive = small, poorly fitted or top-dose-only effect, or effect the other way, or a change in a side signal; inactive = no such curve, though single readings can be large or run the other way; the % refers to the polarisation; also: potency is read from the fitted curve at half-maximal effect; % of control where 0% means no effect; many of its hits are not listed in these tables
USP2a block: blocks human ubiquitin-specific protease USP2a; O75604; Potency, µM (top dose mostly 38.3 µM), for the others: top-dose activity change, negative = inhibition, most hits filed as inhibitors; actives 0.01% (n = 330,000); USP2 core, Ub-CHOP2 coupled fluorogenic reporter, 485/531;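 also: potency is read from the fitted curve at half-maximal effect; plate controls were DMSO wells for no effect and full inhibition by NEM control for full effect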
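Deubiquitinase activity read as fluorescence (485/531 nm) after Ub-CHOP2 cleavage activates the enterokinase reporter on its substrate; USP2 core 10nM, Ub-CHOP2 and substrate 25nM each, 30min compound preincubation then 60min RT; data normalized to NEM, curves fitted.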
PKM2 act: increases activity of human pyruvate kinase M2; purified PKM2, Kinase-Glo ATP luminescence, activation; response scale: 0% is enzyme alone, no compound; Potency, µM (series often up to 57.5 µM), inactives show top-dose activation, most hits filed as activators; actives 0.34% (n = 260,000); AID 1631; also: potency is read from the fitted curve at half-maximal effect; % is scaled to controls: 0 for no effect and ±100 for the full control effect; nearly all actives have a fitted effect of over 55% in size
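Purified hPK-M2 (>95% pure) converted ADP (0.1 mM final) to ATP with 0.5 mM PEP in 50 mM imidazole pH7.2, KCl, MgCl2, Tween 20, BSA; 1 h at room temperature. ATP detected by Kinase-Glo luminescence.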
S-ASM inh: inhibitors of human secretory acid sphingomyelinase; placental ASM, HMU-PC fluorogenic substrate, 60 min; actives 0.006% (n = 340,000); P17405; AID 504937; Potency, µM (doses to about 57.5 µM), for inactives: at the top dose activity change, negative = inhibition, usual class: inhibitors; also: potency is read from the fitted curve at half-maximal effect
Target sequence (P17405 47-631 limits assumed): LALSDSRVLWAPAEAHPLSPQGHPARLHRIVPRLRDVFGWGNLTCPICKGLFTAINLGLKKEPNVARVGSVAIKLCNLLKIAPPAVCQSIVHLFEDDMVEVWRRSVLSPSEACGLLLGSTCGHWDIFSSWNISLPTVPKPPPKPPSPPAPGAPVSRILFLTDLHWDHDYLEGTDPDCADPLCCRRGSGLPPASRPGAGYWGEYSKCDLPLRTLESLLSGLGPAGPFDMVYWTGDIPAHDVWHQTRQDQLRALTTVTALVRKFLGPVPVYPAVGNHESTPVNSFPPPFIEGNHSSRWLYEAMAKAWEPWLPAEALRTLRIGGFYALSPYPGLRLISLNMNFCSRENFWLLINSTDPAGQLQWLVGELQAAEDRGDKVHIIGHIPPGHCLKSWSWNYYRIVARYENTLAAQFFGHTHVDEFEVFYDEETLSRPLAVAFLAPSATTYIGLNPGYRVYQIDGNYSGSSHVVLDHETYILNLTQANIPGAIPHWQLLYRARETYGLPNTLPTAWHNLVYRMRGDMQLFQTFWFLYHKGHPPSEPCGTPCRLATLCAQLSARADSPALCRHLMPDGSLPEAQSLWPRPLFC
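Steps: dispense placental human ASM, pin compound, wait 10 min at room temperature, add HMU-PC0 substrate at 9 uM final, incubate 60 min at 37 °C, add stop solution raising pH to 10, read fluorescence.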
TSHR antagonist: human thyrotropin receptor antagonism | P16473 | TSHR-expressing cells, TSH-stimulated cAMP HTRF, 2 h; stronger effect = lower value | activity change, negative = inhibition, % at 11.5 µM | actives 0.2% (n = 330,000);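 active = activity change below a set negative limit, meaning inhibition stronger than a set level, cut at about -70% in these data; inconclusive = activity change between two set negative limits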; also: % is scaled to controls: 0 for no effect and ±100 for the full control effect
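Inhibition of cAMP made by TSHR-expressing cells under TSH stimulation (4nM final, EC80; 2 h, 37 deg C) is quantified with a one-step lysis HTRF kit, anti-cAMP cryptate versus cAMP-d2.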
MBNL1-CUG inh: blocks human MBNL1 binding to CUG repeat RNA; Q9NR56; TR-FRET MBNL1-His/biotin-(CUG)12 binding, 665/545 ratio; Potency, µM (series often up to 57.5 µM), without a hit: top-dose activity change, negative = inhibition, usual class: inhibitors; actives 0.036% (n = 280,000); AID 2675; active = well fitted inhibition curve with a large enough effect in the signal ratio, with a control signal flat, not every such curve was filed as active; inconclusive = small, poorly fitted or top-dose-only effect, or effect the other way, or a change in a side signal; inactive = no such curve, though single readings can be large or run the other way; the % refers to the signal ratio; also: potency is read from the fitted curve at half-maximal effect; % is scaled to controls: 0 for no effect and ±100 for the full control effect
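TR-FRET readout: Ex 340 nm, 665/545 nm emission ratio, normalized to buffer-only (basal) and MBNL1-(CUG)12 controls. Complex of MBNL1-His with Biotin-(CUG)12, compounds 92 nM–58 uM, incubated 60 min at room temperature.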
* = called active by the depositor; i = inactive; ? = inconclusive; nt = not tested or not shown; [ ] = another dose, or the depositor's remark. Unless noted, calls follow the shape of the dose curve; as a rule, active = well fitted curve in the direction sought with a large enough effect; inconclusive = small, poorly fitted or top-dose-only effect, or another doubt; inactive = no such curve, though single readings can be large; an effect the other way counts as inactive or inconclusive. The list is partial, so the mix of outcomes need not match the whole.

SMILES	BCR signal inh	GALK inhibitor	Eya2 phos inh	KCNH2 WT inh	Mito fusion yeast	Menin MLL FP TR	USP2a block	PKM2 act	S-ASM inh	TSHR antagonist	MBNL1-CUG inh
CCOC(=O)c1cc2ccc(OC(=O)c3ccco3)cc2oc1=O	?	1.6%	-5.7%	-11.0	-5.4%	-3.7%	0.9%	-22.5%	i	-10.4	?
Cc1cc(Nc2ccc(Br)cc2F)n2nc(C)nc2n1	6.8%	0.2%	-3.6%	-4.5	2.0%	-17.1%	-1.3%	-3.3%	-0.3%	7.4	6.3%
COc1ccc(C)cc1NC(=O)C(=O)N/N=C(\C)CC(=O)Nc1cccnc1	-6.2%	-2.7%	6.8%	-3.3	4.5%	10.1%	1.0%	-1.2%	0.8%	-9.4	9.3%
Cc1ccc(-n2c(C)cc(C(=O)CSc3nncs3)c2C)cc1	-6.7%	0.7%	8.8%	9.8	?	-2.4%	-10.4%	-13.8%	0.2%	?	-4.9%
COc1ccc(NC(=O)COc2ccc(/C=C/c3cc[n+](C)cc3)cc2OC)cc1	-1.3%	-0.2%	-13.4%	6.8	9.7%	-25.4%	1.3%	nt	254.8%[activator]	-1.0	?
Clc1ccccc1/C=N/c1cc(-c2ccccc2)nn1-c1ccccc1	-2.0%	-0.4%	-12.5%	7.8	-0.1%	nt	1.7%	-6.0%	-2.0%	2.7	-7.8%
Cc1ccc(S(=O)(=O)n2ccc(-c3cccc(OCc4c(F)cccc4Cl)c3)n2)cc1	11.1%	-3.4%	10.3%	-7.8	-0.4%	nt	2.4%	-4.0%	0.0%	-5.3	6.9%
CCOC(=O)c1c(C)[nH]c(C(=O)OCC(=O)N2CCN(S(=O)(=O)c3ccc(C)cc3C)CC2)c1C	-4.1%	nt	-5.7%	-2.2	1.9%	nt	-5.8%	nt	-6.4%	-10.0	nt
C/C(=N\Nc1ccccn1)c1ccc(C#N)cc1	-11.2%	10.5%	1.4%	2.1	2.1%	12.9%	2.7%	2.3%	-1.6%	-7.2	?
CC(OC(=O)c1cccc(-n2cnnn2)c1)C(=O)NC1(C#N)CCCCC1 (stereo unspecified)	-1.8%	nt	-11.9%	-0.7	-4.3%	nt	0.0%	nt	-1.6%	-8.1	nt
O=C(O)CCCCCCCCCC[n+]1ccccc1	0.0%	1.4%	-12.3%	-11.2	-0.9%	nt	0.5%	1.0%	4.5%	1.3	-15.2%
O=C(N/N=C/c1coc2ccccc2c1=O)c1cc(Br)ccc1O	1.8%	6.6%	1.3%	3.9	1.8%	?	1.5%	-1.5%	0.2%	-8.1	-6.0%
CCN(CC)C(=O)c1cc(C(C)(C)C)c(O)c(C(C)(C)C)c1	?	2.2%	-9.0%	3.5	1.8%	-13.4%	2.2%	1.8%	-1.2%	-11.6	-9.6%
COc1ccc(-c2cc(C(=O)OC3CCOC3=O)c3ccccc3n2)cc1OC (stereo unspecified)	-0.1%	6.2%	-3.8%	-7.6	0.4%	?	4.8%	0.7%	0.2%	4.2	?
Cc1noc(C)c1CSCC(=O)Nc1cccc(C(F)(F)F)c1	-3.3%	nt	-38.3%	-11.7	nt	nt	2.1%	nt	1.5%	nt	nt
Brc1ccc(CN2CC[C@H]3C=CCc4cccc(c43)C2)cc1	1.8%	nt	4.4%	nt	25.8%	nt	-1.0%	nt	0.1%	-3.7	nt
CC(C)c1nc(SCC(=O)NCC2CCCO2)c2c(=O)n(C)c(=O)n(C)c2n1 (stereo unspecified)	?	4.5%	5.7%	-2.3	3.2%	-15.6%	0.9%	-8.5%	4.5%	5.5	-1.5%
Cn1cc(NC(=O)c2cc(NC(=O)c3cc(NC=O)cn3C)cn2C)cc1C(=O)NCCC(=N)N	-0.3%	2.9%	3.4%	nt	-1.4%	-7.3%	2.7%	-4.0%	nt	-5.0	10.2%
O=c1[nH]nc(SCc2ccccc2)c(=O)[nH]1	-5.0%	-2.4%	3.3%	-0.7	-0.4%	0.6%	-0.2%	6.2%	2.4%	-15.9	nt
O=C(Nc1ccccc1C(=O)Nc1ccc(F)cc1)c1ccco1	?	-8.3%	-5.0%	-0.3	4.9%	nt	1.0%	-2.7%	-5.3%	15.9	-0.1%
COc1cc(C2c3c(n[nH]c3C)C(=O)N2c2ccc(C)cc2)ccc1O (stereo unspecified)	?	1.2%	-23.6%	-2.3	6.6%	-0.1%	-0.6%	0.3%	-2.3%	-6.9	1.5%
O=c1ccc2ccc(O[C@@H]3O[C@H](CO[C@@H]4OC[C@](O)(CO)[C@H]4O)[C@@H](O)[C@H](O)[C@H]3O)cc2o1	2.6%	nt	5.1%	14.6	-4.1%	nt	-1.6%	nt	14.2%	0.9	nt
COc1ccc(N2CCN(S(=O)(=O)c3cn(C)cn3)CC2)cc1	1.2%	-0.3%	5.6%	-1.2	2.1%	-2.4%	0.7%	-0.1%	2.9%	-13.1	0.5%
COC(=O)c1ccccc1NC(=O)CCc1ccccc1	?	2.3%	-3.8%	-0.2	21.9%	2.7%	1.7%	15.3%	2.4%	-2.4	11.4%
O=C(Cn1nc(C(F)(F)F)cc1C1CC1)NCc1ccccc1F	0.2%	2.2%	-1.7%	1.5	1.6%	7.4%	3.4%	-17.0%	1.2%	-5.1	-15.1%
COC(=O)CCCC1=CC2=C(c3ccccc3)C(=O)C(C)(OC(=O)C3CCCC3)C(=O)C2=CN1Cc1ccc(OC)cc1 (stereo unspecified)	0.7%	-0.9%	5.5%	-2.3	-26.4%	-23.6%[11.7 µM]	-1.6%	?	-7.1%	4.7	?
COc1ccccc1C(CNC(=S)NCc1ccccc1)N1CCCC1 (stereo unspecified)	?	-0.8%	13.5%	1.9	1.5%	1.8%	0.4%	2.5%	6.6%	1.2	8.6%
CC1(c2ccc([N+](=O)[O-])cc2)NC(=O)N(CC(=O)Nc2ccc(N3CCCCC3)cc2)C1=O (stereo unspecified)	2.6%	nt	-17.2%	-9.1	-2.9%	nt	-1.2%	nt	2.4%	20.6	nt
O=C(O)c1cc2nc(-c3ccc(F)cc3)cc(C(F)(F)F)n2n1	nt	3.5%	nt	-4.0	0.0%	-15.3%	nt	-3.5%	5.6%	nt	?
Cc1cnc(NC(=O)C2CCCC2)s1	?	-1.8%	0.5%	1.3	0.4%	8.8%	1.2%	0.3%	-0.2%	-6.0	7.7%
Cc1ccc(F)c(C2C3C=CCC(c4cccc(-c5ccc(N(C)C)cc5)c4)C3C(=O)N2Cc2ccccc2)c1 (stereo unspecified)	-3.0%	3.6%	-4.3%	6.6	11.3%	nt	3.2%	-3.7%	-0.4%	-0.4	-5.5%
CCOc1ccc(-c2cccc(NS(=O)(=O)c3cc([N+](=O)[O-])ccc3Cl)c2)nn1	-4.4%	nt	6.4%	-9.2	16.2%	nt	-0.8%	nt	-14.1%	-6.1	nt
O=C1C2C(c3ccccc3)CC=CC2[C@H](c2ccc(C(F)(F)F)cc2)N1Cc1ccccc1 (stereo partly specified)	2.0%	-2.8%	-1.3%	-5.4	28.8%	nt	2.8%	-4.8%	-9.7%	-11.4	3.4%
Cc1c(C(Nc2ccccn2)c2ccc(Cl)cc2)c(=O)n(-c2ccccc2)n1C (stereo unspecified)	nt	3.3%	nt	1.5	-7.0%	0.3%	nt	8.0%	2.9%	nt	-15.1%
O=C(NC1CC1)C1CCN(S(=O)(=O)c2cc([N+](=O)[O-])ccc2Cl)CC1	-2.9%	nt	7.6%	2.8	-1.8%	nt	0.3%	nt	-2.9%	-7.8	nt
CCS(=O)(=O)N1CCC(C(=O)Oc2ccc(Br)cc2)CC1	4.7%	0.5%	0.8%	4.2	0.4%	-2.7%	3.4%	-0.8%	-0.9%	-8.7	-2.7%
O=C(N[C@@H]1C[C@H]2CC[C@@H]1C2)c1ccco1	1.9%	2.7%	3.3%	-12.8	4.3%	17.2%	0.6%	-7.0%	2.6%	9.7	0.9%
C/C(CC(=O)NC(C)C)=N\NC(=O)C(c1ccccc1)c1ccccc1	7.6%	-1.2%	2.1%	-0.6	-6.8%	11.6%	1.4%	2.9%	6.8%	-5.3	-5.0%
CCOC(=O)c1c(NC(=O)CCC(=O)N(CC)CC)sc2c1CC(C)(C)OC2	5.5%	-1.7%	1.0%	?	1.7%	nt	-0.4%	14.9%	-0.4%	-6.7	-0.2%
COc1ccc(NC(=O)c2ccccc2C(=O)N2CCCCC2)cc1	-14.4%	5.1%	2.5%	-1.4	2.9%	-4.9%	2.2%	-1.1%	4.4%	-5.3	16.7%

Assay outcomes deposited in PubChem BioAssay by National Center for Advancing Translational Sciences (NCATS).
